Assay outcomes from PubChem BioAssay.
ZTA counter – counter-screen for EBNA-1 inhibitors: inhibitors of Epstein-Barr virus ZTA; P03206; ZTA-DNA binding, fluorescence polarization; inhibition, % at 11 µM; hit rate 0.15% among 320,000; in the data active = inhibition above about 33%
Target sequence (P03206 whole entry, looked up): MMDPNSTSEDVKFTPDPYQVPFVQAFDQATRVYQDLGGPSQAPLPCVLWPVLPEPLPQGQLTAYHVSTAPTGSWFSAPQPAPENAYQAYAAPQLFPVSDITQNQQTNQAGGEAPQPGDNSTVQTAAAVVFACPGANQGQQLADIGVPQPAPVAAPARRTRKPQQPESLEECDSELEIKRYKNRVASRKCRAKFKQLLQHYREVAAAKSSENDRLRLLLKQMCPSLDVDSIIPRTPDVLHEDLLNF
PP5 inh – inhibitors of human protein phosphatase 5 (PP5); P53041; purified PP5c, OMFP substrate fluorescence; inhibition, % at 6.7 µM; hit rate 0.18% among 320,000; AID 1987;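 active = inhibition above the campaign's mean inhibition across all tested compounds plus 3 SD, cut at about 9.5% in these data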;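 also: 0% = DMSO only and 100% = 100 µM cantharidin control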
GASC-1 inh – blocks human GASC-1 demethylase activity; AID 2099; inhibition, % at 2.35 µM; GST-JMJD2C(1-420) H3K9me3 demethylation, DELFIA europium; hit rate 0.069% among 330,000; Q9H3R0;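 active = more than half of a compound's replicate wells show inhibition beyond 50%, single wells judged on their own value; inconclusive = some, but no more than half, of replicates pass 50% inhibition; inactive = no replicate passes 50% inhibition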;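 also: signal counts dimethyl H3K9 product captured on neutravidin plate; 0% = median of DMSO wells and 100% = 0.3 times that DMSO median; strong numbers were not always called active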
Target sequence (Q9H3R0 1-420 limits assumed): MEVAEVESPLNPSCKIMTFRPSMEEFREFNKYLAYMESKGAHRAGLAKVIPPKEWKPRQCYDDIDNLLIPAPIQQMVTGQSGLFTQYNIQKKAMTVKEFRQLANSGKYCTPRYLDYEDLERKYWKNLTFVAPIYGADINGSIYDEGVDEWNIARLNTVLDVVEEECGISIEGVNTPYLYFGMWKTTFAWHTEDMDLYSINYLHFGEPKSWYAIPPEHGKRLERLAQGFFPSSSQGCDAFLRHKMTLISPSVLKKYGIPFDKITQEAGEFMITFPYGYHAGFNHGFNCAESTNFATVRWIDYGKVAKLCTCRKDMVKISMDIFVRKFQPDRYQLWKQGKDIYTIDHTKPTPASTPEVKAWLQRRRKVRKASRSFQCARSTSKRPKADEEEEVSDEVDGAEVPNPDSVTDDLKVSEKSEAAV
core dimer inh – HCV core protein dimerization inhibition; hit rate 0.33% among 300,000; TR-FRET GST/Flag-core106 dimerization, 1536-well; inhibition, % at 5 µM; AID 1899;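 active = inhibition above the mean of all tested compounds plus 3 SD, set per screening campaign, cut at about 45% in these data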
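test system = GST/Flag-tagged HCV core106 proteins | probe or stimulus = Eu donor and XL665 acceptor anti-tag antibodies | times = compound-protein-antibody incubation 4 h at 22.5 °C | signal = TR-FRET, excitation 340 nm, emission 617 and 671 nm | measure = percent inhibition of core106 dimerization signal | controls = wells lacking GST-core106 and wells with excess unlabelled core106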
TPT1 inh – blocks Candida albicans tRNA 2'-phosphotransferase; recombinant caTPT1, FP RNA substrate dephosphorylation; inhibition, % at 5 µM; hit rate 0.81% among 300,000;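 active = inhibition above the mean of all tested compounds plus 3 SD, set per screening campaign, cut at about 24% in these data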;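 also: plate controls were DMSO alone for no effect and ferristatin control at 100 nM for full effect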
EBNA-1 inh – blocks EBNA-1 binding to DNA; EBNA-1 DNA binding, fluorescence polarization; inhibition, % at 14.8 µM; hit rate 0.34% among 300,000; AID 1950; in the data active = inhibition above about 28%
CTSL1 counter – blocks F. hepatica cathepsin L1 in PFM18AAP counter-screen | AID 1906 | hit rate 0.49% among 300,000 | recombinant F. hepatica cathepsin L1, Z-Leu-Arg-MCA fluorescence | inhibition, % at 5.96 µM;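 active = inhibition above the mean of all tested compounds plus 3 SD, set per screening campaign, cut at about 17% in these data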;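 also: 0% = plate median of test compound wells and 100% = 1 µM Z-Phe-Ala-diazomethylketone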
CR mimetic SO – lowers age-related superoxide in aged yeast cells. S. cerevisiae aged cells, superoxide DHE fluorescence; hits give low values. superoxide response (% of plate mean), % at 10 µM. hit rate 0.18% among 330,000;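 active = superoxide response under a set limit, about three screen SD below normal, cut at about 65% in these data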;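 also: yeast aged for seven days with compound at 30 °C before DHE staining; 100% = average MFI of all compound-treated wells on the plate with controls excluded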
PP1 counter – PP1-alpha (human) inhibition in PP5 counter-screen; P62136; hit rate 0.9% among 320,000; purified PP1alpha, OMFP fluorescence; inhibition, % at 6.7 µM;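 active = inhibition above the mean inhibition of all tested compounds plus 3 SD, computed separately for each screening campaign, cut at about 15% in these data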
Target sequence (P62136 whole entry, looked up): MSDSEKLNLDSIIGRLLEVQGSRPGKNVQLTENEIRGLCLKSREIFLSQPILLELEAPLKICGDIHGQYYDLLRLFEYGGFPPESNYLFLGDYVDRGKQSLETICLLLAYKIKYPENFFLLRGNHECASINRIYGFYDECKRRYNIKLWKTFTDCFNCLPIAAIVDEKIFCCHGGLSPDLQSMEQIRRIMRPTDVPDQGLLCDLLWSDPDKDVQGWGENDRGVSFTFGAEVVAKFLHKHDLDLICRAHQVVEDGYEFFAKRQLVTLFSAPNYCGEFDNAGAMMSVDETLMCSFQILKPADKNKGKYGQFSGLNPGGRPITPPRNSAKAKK
Starred values were filed as active, the others as inactive; ? = inconclusive; · = no result given.

SMILES | ZTA counter | PP5 inh | GASC-1 inh | core dimer inh | TPT1 inh | EBNA-1 inh | CTSL1 counter | CR mimetic SO | PP1 counter
CCc1ccc(CC)c(S(=O)(=O)Nc2ccc(O)c(C(=O)O)c2)c1 | 5 | -1.1 | 67 | 8 | -3 | 3 | 3 | 85 | 2
O=C(c1cccnc1)N1CCc2ccccc21 | -7 | 0.4 | -7 | 0 | 0 | 12 | 0 | 99 | -5
Cc1ccc(C)c(NC(=O)CSc2nnc(NC(=O)C3CC3)s2)c1 | -1 | 2.5 | 12 | -6 | -7 | -7 | -3 | 98 | 0
COc1ccc(Cc2noc(CN(C)CCN3CCc4ccccc4C3)n2)cc1OC | 6 | -0.3 | 11 | -2 | -2 | 7 | 1 | 115 | 5
O=C(CSc1n[nH]c(-c2ccncc2)n1)Nc1ccc(Br)cc1 | -19 | 3.2 | 3 | -17 | -3 | -6 | -1 | 93 | 2
Cc1c(F)cccc1NC(=O)CCC(=O)O | -7 | 0.8 | 4 | -1 | -8 | 9 | -1 | 95 | -1
Cc1nc2ccccc2cc1C(=O)N(C)Cc1ccccc1 | -1 | 3.2 | 5 | -3 | 1 | -6 | -1 | 101 | 4
C=CCn1cc(C(=O)N2CCN(c3ccccc3)CC2)c(=O)c2cc(S(=O)(=O)N3CCCC3)ccc21 | -11 | 2.5 | 1 | 1 | 2 | -6 | 3 | 84 | -3
CC(C)(C)C1CCC(=NNC(=O)C(=O)NCc2ccco2)CC1 (centres undefined) | -6 | -1.9 | -11 | 2 | 0 | -12 | 2 | 105 | 0
CCc1ccc(CNCc2ccc(OCC(O)CN(C)Cc3ccccc3)cc2)nc1 (centres undefined) | 3 | -2.5 | 15 | 1 | 0 | 2 | 0 | 100 | 4
CC1CN(S(=O)(=O)c2cccc(C(F)(F)F)c2)C(C)N1C(=O)N1CCOCC1 (centres undefined) | -27 | -6.7 | 13 | 3 | -2 | -11 | 8 | 79 | 1
O=C(Nc1ccccc1)c1cnc[nH]1 | 21 | 1.0 | 0 | 9 | -2 | -1 | -1 | 115 | 2
COc1ccc(NC(=O)Cn2cc(C(C)=O)c3ccccc32)cc1 | -4 | -1.1 | -1 | 4 | -2 | 1 | -1 | 97 | 1
O=C(NCC1CCCO1)C(=O)N/N=C/c1cccc(Cl)c1 (centres undefined) | -2 | 4.1 | 12 | -4 | 3 | 2 | -9 | 107 | 0
COc1ccc(-n2c(CN3CCN(Cc4ccccc4)CC3)nc3ccc([N+](=O)[O-])cc3c2=O)c(OC)c1 | -2 | 0.6 | 1 | 6 | 2 | -11 | -1 | 94 | 1
Cc1cc(C)cc(NC(=O)CN2CCC(NC(=O)c3cccc(F)c3)CC2)c1 | -12 | 4.0 | -11 | 1 | 1 | -19 | 1 | 108 | 1
Cc1cccc(C)c1NC(=O)N1CCCC1C(=O)Nc1ccc(-n2cnnn2)cc1 (centres undefined) | -1 | 1.5 | -14 | 0 | 4 | 7 | -1 | 86 | -1
CNC(=S)N/N=C(\C)c1ccc2c(c1)OCCO2 | 14 | 3.3 | 9 | -3 | -2 | -7 | 4 | 92 | -2
O=C(OCC(=O)N1CCN(C(=O)c2ccco2)CC1)c1cccc(F)c1 | 5 | -1.6 | · | · | · | · | · | 104 | -3
C=CCn1c(C)cc(C)c(C#N)c1=O | 2 | 1.5 | 1 | -8 | 1 | -3 | -3 | 100 | 0
O=c1oc(-c2ccccc2NS(=O)(=O)c2ccccc2)nc2ccccc12 | -11 | 2.8 | 1 | 9 | 0 | -13 | -3 | 107 | 4
O=C(O)CCCC(=O)Nc1ccccc1-n1ccnc1 | -10 | -0.6 | 11 | -7 | -1 | 9 | -1 | 94 | -4
Cc1ccc(S(=O)(=O)NCCCN(C)C)cc1 | 1 | 0.2 | 0 | -2 | -1 | 6 | 3 | 107 | -1
CC(=O)c1ccc(N2CCN(C(=O)c3cccs3)CC2)c(F)c1 | -13 | 2.4 | 13 | -4 | -1 | -14 | 4 | 96 | 1

Arranged by the number under core dimer inh (rising): three from the list above
Compound | core dimer inh
Cc1ccc(C)c(NC(=O)CSc2nnc(NC(=O)C3CC3)s2)c1 | -6
O=C(c1cccnc1)N1CCc2ccccc21 | 0
CCc1ccc(CNCc2ccc(OCC(O)CN(C)Cc3ccccc3)cc2)nc1 (centres undefined) | 1

More entries follow:
SMILES | ZTA counter | PP5 inh | GASC-1 inh | core dimer inh | TPT1 inh | EBNA-1 inh | CTSL1 counter | CR mimetic SO | PP1 counter
CCOC(=O)CNC(=O)Nc1cc(C(C)(C)C)nn1-c1ccccc1 | 1 | 1.8 | -3 | -1 | 2 | 10 | 0 | 99 | -2
O=C(c1cc(-c2ccccc2)nc2ccccc12)N1CCN(c2ccccn2)CC1 | -4 | 1.2 | -1 | 6 | 2 | 8 | -5 | 91 | 2
O=C(CN1C(=O)C2CCCCC2C1=O)Nc1nc(-c2ccccn2)cs1 (centres undefined) | -3 | -0.4 | -6 | 4 | -6 | -16 | -2 | 94 | 12
O=C(Nc1ccc(N2CCOCC2)cc1)C1(S(=O)(=O)c2ccccc2)CC1 | -10 | 1.2 | -9 | -2 | 3 | 1 | -2 | 103 | -2
CCN(CC)c1ccc(/C=C(\C#N)C(N)=S)cc1 | -8 | 6.2 | -5 | -9 | 104* | -2 | 2 | 101 | 5
Cc1ccc(C(=O)N(CC(=O)NC2CCCC2)c2ccc(F)cc2)s1 | -1 | -2.0 | 11 | 1 | 2 | -9 | 0 | 101 | -1
CCn1c(CN2CCN(c3ccc(OC)cc3)CC2)nc2cc(S(=O)(=O)N(C)C)ccc21 | 8 | 4.0 | 30 | 0 | -4 | -5 | 0 | 96 | -1
N#CC1(NC(=O)CSc2nc3ccccc3s2)CCCCC1 | 15 | 1.5 | 1 | · | · | · | · | 107 | -2
CCCCn1nnnc1SCC(=O)NC1CCCCC1 | 3 | 3.8 | 5 | -10 | -4 | 11 | 2 | 88 | 2
CCOC(=O)N1CCC(N2Cc3cccc(C(=O)Nc4ccccc4OC)c3C2=O)CC1 | 6 | 1.8 | 3 | 13 | 2 | 1 | 2 | 109 | 4
CN(C)CC(c1ccccc1)c1ccccc1 | 3 | 0.4 | 1 | -2 | -1 | -13 | -1 | 95 | -5
CCC(=O)NCCc1nc2cc(NC(=O)c3cccs3)ccc2n1C | -31 | 2.1 | 6 | -9 | -3 | 2 | -2 | 86 | 2
O=C(Nc1ccc2nc3n(c(=O)c2c1)CCCCC3)C(=O)N1CCN(c2ccc(F)cc2)CC1 | 11 | -1.8 | -23 | 1 | 1 | -3 | -2 | 111 | -1
O=C(COC(=O)c1cc(-c2ccncc2)nc2ccccc12)Nc1ccc2c(c1)OCO2 | -1 | -0.4 | 8 | -13 | 0 | -2 | 6 | 109 | -5
COc1ccc(S(=O)(=O)N2CCOCC2)cc1NC(=O)Cc1c(F)cccc1Cl | -5 | -0.1 | -5 | · | · | · | · | 100 | -3
CC(O)CNC(=O)c1ccc(-c2nn(C)c(=O)c3ccccc23)cc1 (centres undefined) | 8 | -2.0 | -8 | -2 | -2 | 4 | 0 | 92 | -1
O=C(NN(C(=O)c1ccccc1)c1ccccc1)c1ccccc1 | -7 | 5.0 | -4 | 4 | -2 | 7 | -5 | 106 | 4
Cc1c(S(=O)(=O)Nc2ccc3c(c2)OCCO3)c(=O)n(C)c(=O)n1C | 9 | -2.4 | -3 | -5 | -5 | 5 | -6 | 96 | -3
O=C(NNC(=O)c1cnccc1C(F)(F)F)c1ccccc1 | 6 | -2.1 | -1 | 2 | -1 | 3 | -3 | 100 | -7
O=C(NCCC1=CCCCC1)c1coc(=O)c(Br)c1 | -8 | 2.0 | 22 | 6 | -4 | -7 | 3 | 89 | 1
CC(C)(C)OC(=O)NCCCC[C@H](NC(=O)c1[nH]cnc1C(=O)Nc1ccccc1)C(=O)OC(C)(C)C | 5 | 11* | -4 | 7 | -3 | 15 | 7 | 83 | 7
O=C(NCC1CCCO1)/C(=C/c1cn(-c2ccccc2)nc1-c1cccnc1)NC(=O)c1ccccc1 (centres undefined) | -8 | 1.3 | -15 | -2 | -8 | -2 | -1 | 111 | 3
COc1ccccc1NC(=O)COc1cccc(-n2cnnn2)c1 | 0 | 1.5 | -2 | -7 | -2 | 2 | -1 | 99 | -3
Cc1cccc(OCC(=O)Nc2ccc3c(c2)nc(CCN2CCC(C)CC2)n3C)c1 | 0 | 1.1 | 1 | 3 | 1 | 0 | 2 | 97 | -3
Cc1cc(C)c(S(=O)(=O)Nc2ccc[nH]c2=O)c(C)c1 | 1 | 0.5 | 9 | -4 | -4 | -3 | -1 | 109 | -2
COc1ccc(S(=O)(=O)Nc2ccc(C)cc2)cc1N(C)S(=O)(=O)c1ccc(Cl)cc1 | -15 | 5.1 | -9 | 9 | -1 | 1 | -1 | 108 | 3
CCN(CC)S(=O)(=O)c1ccc(N2CCOCC2)c(NC(=O)C2CSC3(C)CCC(=O)N23)c1 (centres undefined) | 13 | 2.4 | -6 | 15 | 5 | 7 | 0 | 97 | 1
CNC(=O)C(=O)NCC1OCCN1S(=O)(=O)c1ccc(OC)c(OC)c1 (centres undefined) | 1 | -0.6 | 11 | -7 | -1 | 9 | -1 | 95 | -6
Cc1sc2nc(SCCO)n(-c3ccccc3)c(=O)c2c1C | 21 | 0.8 | -18 | 9 | 1 | 0 | 4 | 112 | -1
O=C(CC1S/C(=N/N=C/c2ccco2)NC1=O)Nc1ccccc1 (centres undefined) | -8 | -0.7 | 9 | 6 | -3 | -5 | 3 | 94 | -1
Cc1c(Cl)cccc1NC(=S)N(CCCN1CCOCC1)Cc1ccco1 | -11 | 2.0 | 3 | 4 | 1 | -10 | -4 | 107 | -12
C[C@H](NC(=O)[C@H](Cc1ccccc1)n1c(=O)[nH]c2ccccc2c1=O)C(=O)N1CCC[C@H]1C(=O)O | 9 | 0.5 | ? | 2 | -3 | 4 | 0 | 131 | -1
CC(OC(=O)c1ccc2c(c1)OCCO2)C(=O)c1ccccc1 (centres undefined) | 4 | 1.4 | -2 | -2 | -3 | -13 | 6 | 95 | -4
Cc1ccc(C(=O)NCC(=O)OCCOc2ccccc2Cl)cc1 | -13 | 1.8 | -12 | -2 | -4 | -17 | -5 | 99 | 1
COc1cc(=O)n(C)c2c(OCC3OC(C)(C)OC3(C)C)cccc12 (centres undefined) | -10 | 3.2 | 3 | -3 | -2 | -2 | 4 | 92 | 0
O=C(CSc1nnc(-c2ccc(Cl)cc2)n1-c1ccc(Cl)cc1)N/N=C/c1ccco1 | 3 | 4.4 | 20 | 12 | -4 | 12 | 3 | 93 | 5
Cc1ccc(Sc2cc(C(=O)c3ccccc3C(=O)O)ccc2[N+](=O)[O-])cc1 | 21 | 0.7 | 17 | 14 | 0 | -4 | -1 | 108 | 7
COc1ccc(-c2nc(NC(=O)c3ccc(OCC(=O)Nc4ccc(F)cc4)c(OC)c3)sc2C)cc1 | -5 | 1.8 | -2 | 23 | 1 | 12 | 5 | 101 | 1
CCCCCCOC(=O)/C=C/c1c(C)[nH]c(=O)[nH]c1=O | 13 | 3.1 | 6 | -3 | 0 | -7 | 0 | 114 | -3
COc1ccc(NS(=O)(=O)c2ccc(-c3coc(C)n3)cc2)c(OC)c1 | -14 | 2.3 | 1 | -9 | -3 | -1 | -5 | 86 | -1
Cc1ccc(NC(=O)CCNC(=O)Nc2ccccc2)cc1S(=O)(=O)N(C)C | -6 | 3.2 | 7 | · | · | · | · | 75 | -2
